PMI activator – activators of human phosphomannose isomerase. purified human PMI, coupled resazurin fluorescence, 20 min; hits give high values; 1 = vehicle control, 0 substrate-free wells. activation factor at 20 µM. 190,000 tested, 0.005% active;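 active = activation factor of 2 or more at 20 µM, relative to plate controls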
Target sequence (P34949 whole entry, looked up): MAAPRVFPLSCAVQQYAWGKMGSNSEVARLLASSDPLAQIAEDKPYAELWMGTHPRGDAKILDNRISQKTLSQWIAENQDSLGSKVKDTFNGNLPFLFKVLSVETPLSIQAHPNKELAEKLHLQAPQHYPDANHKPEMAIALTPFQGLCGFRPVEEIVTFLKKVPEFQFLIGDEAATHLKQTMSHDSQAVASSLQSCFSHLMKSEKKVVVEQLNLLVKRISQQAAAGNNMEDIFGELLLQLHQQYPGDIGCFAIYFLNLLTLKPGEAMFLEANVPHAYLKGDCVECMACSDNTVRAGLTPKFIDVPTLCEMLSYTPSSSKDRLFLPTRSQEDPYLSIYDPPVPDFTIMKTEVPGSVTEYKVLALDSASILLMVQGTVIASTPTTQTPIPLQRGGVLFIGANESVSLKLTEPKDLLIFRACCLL
PPARg SRC-2 ag – agonists of SRC-2 recruitment by human PPARgamma; P37231; PPARgamma LBD-SRC-2 recruitment, biochemical; activation, % at 8 µM; 200,000 tested, 0.34% active; AID 1032; in the data active = activation above about 22%;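 also: 0% = vehicle and 100% = reference agonist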
G6PDH counter – L. mesenteroides G6PDH inhibition counter-screen. Purified L. mesenteroides G6PDH, diaphorase/resazurin coupled fluorescence, 45 min. inhibition, % at 5 µM. 200,000 tested, 0.12% active; in the data active = inhibition above about 50%
TR-FRET SRC-2 ct – TR-FRET artefact, counter-screen to PPARgamma/SRC-2 agonist assay; hits give high values; TR-FRET ratio at 8 µM; 200,000 tested, 0.4% active; AID 1049; in the data active = TR-FRET ratio above about 2000; also: inactives centre near 1500
PPARg SRC1 recr – promotes SRC-1 coactivator recruitment by human PPARgamma. P37231. AID 631. 200,000 tested, 0.41% active. PPARgamma-SRC-1 coactivator recruitment biochemical assay. activation, % at 8 µM; in the data active = activation above about 19%;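 also: 0% = DMSO and 100% = reference agonist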
PMI act hi M6P – increases human PMI activity with near-saturating mannose 6-phosphate | 190,000 tested, 0.34% active | P34949 | AID 1216 | coupled PMI enzyme assay, resazurin fluorescence, 20 min; hits give high values; 1 = untreated enzyme, 0 = substrate-free blank | activation factor at 20 µM;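 active = activation factor of 2 or more at 20 µM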
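Test system: human phosphomannose isomerase with PGI, G6PDH, diaphorase coupling enzymes; amount: 15 ng/mL PMI; incubation: enzyme reaction with compound 20 min at room temperature; technique: resorufin fluorescence (Ex 544/Em 590 nm) from resazurin via diaphorase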
S1P3 antag – blocks the human S1P3 receptor; inhibition, % at 4.98 µM; 170,000 tested, 0.27% active; CHO S1P3 NFAT-BLA reporter, FRET fluorescence, antagonist mode; Q99500;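 active = inhibition above the plate cutoff, the mean inhibition of test wells on that plate plus 3 SD, cut at about 28% in these data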;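 also: cells challenged with S1P at its EC80 of 0.8 µM; blue over green emission ratio from cleaved BLA substrate after 4 h stimulation; 0% = S1P-stimulated wells and 100% = unstimulated DMSO-only wells; some compounds past the cut are filed as inactive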
Target sequence (Q99500 whole entry, looked up): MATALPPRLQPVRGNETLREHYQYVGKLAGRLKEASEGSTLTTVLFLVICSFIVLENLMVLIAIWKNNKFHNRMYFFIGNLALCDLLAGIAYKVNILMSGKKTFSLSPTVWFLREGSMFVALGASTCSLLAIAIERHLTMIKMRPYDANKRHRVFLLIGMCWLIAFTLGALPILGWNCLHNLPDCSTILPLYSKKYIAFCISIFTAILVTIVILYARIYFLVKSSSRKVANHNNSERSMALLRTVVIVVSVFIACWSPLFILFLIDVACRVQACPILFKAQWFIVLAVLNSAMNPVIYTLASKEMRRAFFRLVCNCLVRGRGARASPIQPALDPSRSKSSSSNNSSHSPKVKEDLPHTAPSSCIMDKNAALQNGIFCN
ROMK primary – human ROMK K+ channel modulation, primary screen | Tet-inducible ROMK, thallium flux fluorescence; actives lie on both sides | B-score at 10 µM | 130,000 tested, 2% active;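 active = signal ratio slope over the read window, or its plate-corrected B-score, at least 3 SD from the plate mean, either direction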;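 also: B-score of the F/F0 ratio slope over 7 to 12 s after thallium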
PPARg SRC-3 ag – PPARgamma-driven SRC-3 recruitment agonism | P37231 | biochemical PPARgamma/SRC-3 coactivator recruitment assay | activation, % at 8 µM | 200,000 tested, 0.26% active | AID 731; in the data active = activation above about 23%;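 also: 0% = DMSO and 100% = reference agonist; some compounds past the cut are filed as inactive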
Diaph act CS – counter-screen for diaphorase-based assays: diaphorase activators and chemical reducers; Diaphorase/resazurin coupled assay, resorufin fluorescence, 16 min; hits give high values; 1 = vehicle wells, 0 = NADH-free wells; activation factor at 20 µM; 190,000 tested, 0.005% active;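 active = diaphorase activity raised at least twofold by the compound at 20 µM; inactive = activation factor below 2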
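Material: bacterial diaphorase enzyme (C. kluyveri); amount: enzyme 0.07 U/mL final; reagent: NADH substrate 0.114 mM plus resazurin dye 0.1 mM, final; doses: single compound dose of 20 µM, 1% DMSO final; timing: 16 min enzyme reaction, ambient temperature; measured by: fluorescence of resorufin, 544 nm excitation, 590 nm emission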
Diaph inh CS – diaphorase inhibition or chemical oxidation counter-screen; inhibition, % at 20 µM; 190,000 tested, 0.69% active; diaphorase resazurin-to-resorufin fluorescence, NADH, 16 min; bacterial (C. kluyveri) enzyme, not human;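 active = primary screen inhibition at 20 µM above a set limit, cut at about 50% in these data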;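 also: plate controls were DMSO with full reaction for no effect and wells lacking NADH for full effect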
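Test system: diaphorase enzyme from Clostridium kluyveri; amount: diaphorase at 0.14 U/mL in enzyme working solution; detection: fluorescence of resorufin formed from resazurin, Ex 544/Em 590 nm; times: reaction incubation of 16 min at room temperature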
Numbers without * were called inactive; . = not tested or not shown. Rows are unselected. About 3.3% of those tested had a hit in this group.

SMILES	PMI activator	PPARg SRC-2 ag	G6PDH counter	TR-FRET SRC-2 ct	PPARg SRC1 recr	PMI act hi M6P	S1P3 antag	ROMK primary	PPARg SRC-3 ag	Diaph act CS	Diaph inh CS
Cc1nc2nc(SCC(=O)c3ccc([N+](=O)[O-])cc3)[nH]c2cc1Br	0.9	2	-9	1492	-2	1	-4	.	-3	1	3
Cc1ccc2cc(C#N)c(N3CCCN(S(=O)(=O)c4ccccc4)CC3)nc2c1C	.	5	.	1615	3	.	.	-0.55	9	.	.
Cn1cc(Br)c(C(=O)NNC(=O)c2ccc(Br)cc2)n1	1.1	0	-1	1660	2	1.1	2	.	1	0.9	8
CCc1ccc(CNC(=O)CCc2nc(-c3cccs3)no2)cc1	0.9	10	1	1753	4	1	.	.	9	0.8	22
CCC1Oc2ccc(C)cc2N(CC(=O)NCCc2ccc(OC)c(OC)c2)C1=O (stereo not given)	.	0	.	1631	-2	.	-18	.	0	.	.
COCC(=O)N1CCCN(c2nc3c(C)cccc3cc2C#N)CC1	1.2	0	-1	1376	6	1.3	.	1.3	6	0.9	8
Cc1ccc(C(=O)NNc2nc3ccccc3nc2C(F)(F)F)cc1	1	-2	6	1494	6	1	.	.	4	1	3
CCN(CC)CCn1c(=S)[nH]c2cc3c(cc2c1=O)OCO3	1	8	2	1388	4	0.9	.	.	8	0.9	12
CCCC[n+]1c(C)sc2cc(OC)ccc21	0.8	12	0	1634	11	0.9	-4	0.75	7	0.9	14
CC(=O)Nc1ccc(NC(=O)C2CCCN2/C=C/C(=O)C(F)(F)F)cc1 (stereo not given)	1	-3	5	1545	6	1	15	0.24	3	1.1	-5
CCCn1c(C(O)c2ccc(OCC)cc2)nc2ccccc21 (stereo not given)	0.9	-2	-1	1560	1	0.9	-32	.	-2	0.8	25
CCOC(=O)CCS(=O)(=O)c1ccc(-c2ccc(S(=O)(=O)CCC(=O)OCC)cc2)cc1	1.1	7	2	1783	6	1.1	.	-0.0084	5	1.1	-7
CC1=CC(=O)C=C(C)C1=NOS(=O)(=O)c1ccccc1	0.1	2	10	1462	0	0.5	.	.	-3	1	0
CCn1c(-c2cc3ccccc3cc2O)n[nH]c1=S	1	6	5	1672	4	1.1	.	-0.66	-2	0.9	13
COC(=O)CNC(=O)C(NC(=O)c1ccc(Cl)cc1)C(C)C (stereo not given)	0.9	4	2	1793	5	1	.	0.04	4	0.9	11
O=C(C1CCCCC1)N(Cc1nc2sc3c(c2c(=O)[nH]1)CCCC3)Cc1cccs1	1	-3	-2	1742	8	0.9	0	.	-4	0.8	19
O=C(CSc1nnc2ccccn12)NCc1ccco1	1.1	-2	8	1361	-4	1.1	13	0.65	2	1.1	-10
O=c1[nH]cnc2nn(-c3ccccc3)nc12	1.1	3	7	1559	7	1	-14	.	3	0.9	8
Cc1ccc(Cl)cc1N1CCN(Cc2nnnn2C2CCCCC2)CC1	0.9	1	4	1518	-3	1	46	-0.84	3	0.9	7
CCC(=O)c1cccc2c1N=CC1=C(CC(C)(C)CC1=O)N2	0.9	-1	3	1568	8	0.9	33	.	-7	0.8	19
COc1ccc2c(c1)CC/C(=C\c1ccc(OC)c(Cn3cccn3)c1)C2=O	0.7	8	7	1378	2	0.8	.	-0.46	-5	0.8	24
CCOC(=O)C1CCCN(C(=O)COc2ccccc2F)C1 (stereo not given)	1	5	-2	1506	8	1.1	-5	0.45	2	1	3
COc1ccccc1CNC(=O)COC(=O)C1=COCCO1	1.1	4	6	1337	-5	0.9	5	.	2	0.8	18
COc1cc(C(=O)NC2=C(C#N)CCC2)cc(OC)c1OC	1	1	9	1509	2	1	-17	.	5	1	-2
O=C(CCNC(=O)c1ccc(Br)cc1)Nc1nccs1	1.1	1	1	1537	6	1	-20	-1.1	-5	1	3
CCNC(=S)Nc1cc(-c2ccc(Cl)cc2)[nH]n1	0.5	3	10	1586	-2	0.9	1	1.3	1	0.6	41
NC(=O)C1C(c2ccccc2)=C1c1ccccc1	1	0	0	1315	-7	1	1	.	0	0.8	16
Cc1ccn2c(CNCC3OCCc4ccccc43)c(C(=O)N3CCCCCC3)nc2c1 (stereo not given)	0.9	-1	11	1546	6	1	5	-2.5	6	0.8	18
CCN(CC)S(=O)(=O)c1ccc(N2CCCCC2)c(NC(=O)/C=C/c2ccc(OC)c(OC)c2)c1	0.8	-3	-5	1618	0	0.8	2	.	-1	0.8	23
CC1CN(CC(O)COc2ccc(C(=O)c3ccccc3)cc2)CC(C)O1 (stereo not given)	1	-2	-7	1529	6	0.9	-2	.	-3	0.9	12
CCN(CC)S(=O)(=O)c1cc(C(=O)NC2CCCCC2)ccc1C	1	6	6	1693	0	1	25	.	-4	0.9	10
O=c1c2ccccc2c(/C=N/n2cnnc2)c(O)n1-c1ccccc1	0.9	0	-11	1444	-1	0.9	14	-0.18	-6	0.8	24
CCSC1=NCCN1C(=O)C(C)(C)Oc1ccc(Cl)cc1	1	3	10	1567	5	1	3	0.34	0	0.9	14
Cc1ccc(NC(=O)c2c3c(nc4ccccc24)CCC3)cc1	1.2	3	5	1616	2	1	-11	0.45	7	0.9	9
Clc1ccc2c(c1)-c1nnc(Br)n1-c1ccccc1S2	1	3	2	1415	-4	1	.	0.4	3	0.8	17
CCCCCN(C(=O)NC(=O)Nc1ccccc1OC)S(C)(=O)=O	0.9	1	-6	1570	0	0.9	22	.	5	0.8	18
O=c1oc2ccccc2c(Nc2ccc3ncccc3c2)c1[N+](=O)[O-]	1	5	9	1465	1	0.6	-1	0.18	0	0.7	28
CC(CC1C(C#N)=C(N)SC(N)=C1C#N)c1ccccc1 (stereo not given)	1.2	6	7	1628	1	1	-4	-0.24	8	0.8	18
O=C(CCc1ccccc1)NNC(=O)c1cccc(F)c1	1.1	6	2	1693	6	1.1	-24	0.89	2	1.1	-14
O=C(COc1ccccc1)NC1=NCCS1	1	0	18	1521	-1	1.1	.	0.21	-3	1.1	-9

Profiles, looked up by structure. Screens in order: PMI activator, PPARg SRC-2 ag, G6PDH counter, TR-FRET SRC-2 ct, PPARg SRC1 recr, PMI act hi M6P, S1P3 antag, ROMK primary, PPARg SRC-3 ag, Diaph act CS, Diaph inh CS
O=C(CSc1nnc2ccccn12)NCc1ccco1 as listed: 1.1, -2, 8, 1361, -4, 1.1, 13, 0.65, 2, 1.1, -10
CCC1Oc2ccc(C)cc2N(CC(=O)NCCc2ccc(OC)c(OC)c2)C1=O (stereo not given) as listed: ., 0, ., 1631, -2, ., -18, ., 0, ., .
O=c1[nH]cnc2nn(-c3ccccc3)nc12 as listed: 1.1, 3, 7, 1559, 7, 1, -14, ., 3, 0.9, 8

A draw from above in order of heavy-atom count, ascending:
SMILES	PMI activator	PPARg SRC-2 ag	G6PDH counter	TR-FRET SRC-2 ct	PPARg SRC1 recr	PMI act hi M6P	S1P3 antag	ROMK primary	PPARg SRC-3 ag	Diaph act CS	Diaph inh CS
O=C(COc1ccccc1)NC1=NCCS1	1	0	18	1521	-1	1.1	.	0.21	-3	1.1	-9
NC(=O)C1C(c2ccccc2)=C1c1ccccc1	1	0	0	1315	-7	1	1	.	0	0.8	16
Cc1ccc(NC(=O)c2c3c(nc4ccccc24)CCC3)cc1	1.2	3	5	1616	2	1	-11	0.45	7	0.9	9

Other compounds follow:
SMILES	PMI activator	PPARg SRC-2 ag	G6PDH counter	TR-FRET SRC-2 ct	PPARg SRC1 recr	PMI act hi M6P	S1P3 antag	ROMK primary	PPARg SRC-3 ag	Diaph act CS	Diaph inh CS
CCOc1cc(/C=C2/NC(=O)NC2=O)cc([N+](=O)[O-])c1O	0.9	10	10	1910	12	0.7	-22	0.55	6	0.7	28
CC1CC(C)(C)N(C(=O)NC2CCCCC2)c2ccccc21 (stereo not given)	0.9	-7	2	1531	7	0.8	.	0.46	-13	0.9	12
Cn1ncc(Cl)c1C(=O)Nc1sc2c(c1C(N)=O)CCC2	0.9	9	2	1502	1	0.9	.	0.72	-1	0.9	13
CSc1ccccc1NC(=O)c1ccccc1N(Cc1ccccc1)S(C)(=O)=O	0.9	-10	-2	1320	-4	0.9	.	.	0	0.9	15
Cc1cc(C)nc(NS(=O)(=O)c2cccs2)c1	0.9	-6	-2	1664	9	0.9	4	0.84	1	0.9	10
Cc1cc2ccccc2n1CCNC(=O)C(C)Oc1ccccc1 (stereo not given)	0.9	-2	26	1579	4	0.9	.	.	3	1	4
Cc1cc(=O)oc2ccc(OC(=O)CN3C(=O)c4cccc([N+](=O)[O-])c4C3=O)cc12	1	14	-14	1476	2	1	6	0.84	3	0.9	13
Cc1ccc(NC(=O)Nc2cnccn2)cc1Cl	1	-1	-1	1515	0	1	-13	.	1	1	4
CCCCOCCCNC(=O)c1ccccc1OCC	0.9	-5	4	1598	2	1	-8	-0.18	-2	0.9	6
Cc1nc(NC(=O)CN(C)S(=O)(=O)c2ccc(Br)cc2)sc1C	1	2	0	1419	-2	1	.	0.012	-16	0.9	10
COCCNC(=O)c1ccc(N(C)S(=O)(=O)c2ccc(OC)c(OC)c2)cc1	1.1	-2	10	1569	-2	1.1	12	0.1	9	1	2
CCOc1ccccc1N=C1NC(=O)CS1	1	5	16	1714	2	1	16	0.3	2	0.9	6
CCNC(=O)Nc1cc2nc(C)n(Cc3ccc(Br)cc3)c2nc1C	1	-2	8	1478	4	1	19	.	2	0.8	19
CC1CCCCN1Cc1ccc(N)cc1 (stereo not given)	0.8	-1	16	1399	0	0.7	.	.	-7	0.9	12
Cc1c(NC(=S)NC(=O)COc2ccccc2)c(=O)n(-c2ccccc2)n1C	1.1	5	-8	1492	-1	1	0	-0.27	-2	0.9	9
COC(=O)CCC(=O)Nc1ccc(S(=O)(=O)N2CCCCCC2)cc1	0.9	1	-5	1628	6	0.9	-17	.	-1	0.8	16
Cc1cc(C)c2[nH]c(=O)c(C(c3nnnn3CC3CCCO3)N3CCC(C)CC3)cc2c1 (stereo not given)	1.4	2	12	1383	-6	1.8	2	.	-2	0.8	23
CCC(OC(=O)c1nsc(Cl)c1Cl)C(=O)NC(C)(C)CC (stereo not given)	0.9	-2	14	1515	-2	0.9	-8	0.54	0	0.5	47
COC(=O)C1=C(NC(=O)c2ccc(C)c(C)c2)CCS1	1	3	4	1727	4	1	-3	.	0	0.8	22
O=C(Cc1cccs1)N1CCCC(c2nc(-c3ccc(S(=O)(=O)N4CCCC4)cc3)no2)C1 (stereo not given)	1	7	3	1572	-3	1	0	.	9	0.9	15
CN1C(C(=O)Nc2ccccn2)=C(O)c2sccc2S1(=O)=O	1.3	3	6	1475	7	1.3	4	.	2	0.9	5
CCOc1ccc(N(CC(=O)NCCCOC)S(C)(=O)=O)cc1	1	8	11	1632	0	1	-49	.	-4	0.9	7

Compound activity deposited in PubChem by several laboratories.
